CASP6 VEID inh = blocks human caspase-6 cleavage activity; inhibition, % at 12.5 µM; purified caspase-6, Z-VEID-R110 cleavage fluorescence; 0.53% of 350,000 active; P55212;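 active means mean inhibition across replicates at least about 35%, with every replicate also reaching that limit, limit read from the data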;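 further: 0% = median of neutral control wells and 100% = no fluorescence left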
RAD52 inh = inhibitors of human RAD52 DNA annealing | P43351 | recombinant RAD52 DNA annealing, FRET fluorescence | inhibition, % at 18.7 µM | 0.46% of 360,000 active;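 active means every replicate showing at least 50% inhibition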
Target sequence (P43351 whole entry, looked up): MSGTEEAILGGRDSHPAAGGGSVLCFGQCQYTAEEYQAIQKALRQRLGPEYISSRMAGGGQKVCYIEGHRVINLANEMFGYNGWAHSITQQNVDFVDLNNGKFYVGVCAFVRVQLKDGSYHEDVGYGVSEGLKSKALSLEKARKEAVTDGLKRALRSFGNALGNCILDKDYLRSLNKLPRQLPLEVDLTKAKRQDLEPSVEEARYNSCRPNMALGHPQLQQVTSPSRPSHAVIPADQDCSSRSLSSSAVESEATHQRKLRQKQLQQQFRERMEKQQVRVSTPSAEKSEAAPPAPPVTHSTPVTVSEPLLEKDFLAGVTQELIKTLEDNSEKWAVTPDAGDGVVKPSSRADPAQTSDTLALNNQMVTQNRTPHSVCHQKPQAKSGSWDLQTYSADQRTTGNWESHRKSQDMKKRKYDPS
RAD54 inh = RAD54 (human) branch migration inhibition. Q92698. RAD54 Holliday junction branch migration, FAM/BHQ fluorescence. inhibition, % at 10.4 µM. 0.14% of 360,000 active. AID 602329;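 active means mean normalized replicate activity at least 40 and at least half of replicates scoring 40 or more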;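 further: 0% = median of neutral control wells and 100% = median of positive control wells; inhibitors cause a drop in the FAM fluorescence signal; in these data hits start at about 50%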
E-sel inducer = induces E-selectin expression in human endothelial cells; HUVEC E-selectin immunofluorescence imaging; normalized: neutral wells 0, TNF-alpha wells 100; activation, % at 7.58 µM; 0.37% of 260,000 active; AID 686992;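 active means mean E-selectin-positive cell signal at least 10% of the positive control, reached in at least 60% of replicates, without over 20% cell loss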;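 further: in these data hits start at about 27%; measured in HUVEC primary endothelial cells; signal is the percent of cells scored E-selectin positive by PE staining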
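Test system – human umbilical vein endothelial cells (HUVEC), E-selectin induction · Input – 3,000 HUVEC seeded per well · Buffer or medium – EGM-2, gelatin · Compound dosing – single-point compound dose · Detection – immunofluorescence imaging · Measure – percent E-selectin-positive cells · Controls – TNF-alpha high, DMSO low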
esBAF inh = blocks esBAF chromatin remodeling in mouse ES cells; Bmi1-luciferase knock-in reporter, 24 h; 100% = twice the neutral-well signal; reporter increase, % at 12.5 µM; 2% of 350,000 active; AID 602393; in the data active means activation above about 40%;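 further: 0% = median of the plate's neutral control wells and 100% = double that signal; a rise in the Bmi1 reporter signal indicates esBAF inhibition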
PglD inh = blocks C. jejuni PglD acetyltransferase activity | 0.098% of 360,000 active | inhibition, % at 12.5 µM | purified PglD enzyme, DTNB colorimetric CoA detection; in the data active means inhibition above about 16%, passing the limit was not always enough; further: strong numbers were not always called active
ARNT TACC3 PPI = disruptors of human ARNT/TACC3 interaction | Q9Y6A5 | inhibition, % at 9.99 µM | AlphaScreen His-ARNT PAS-B/GST-TACC3 binding, luminescence; TACC3 fragment carries E629A point mutation | 0.66% of 390,000 active;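 active means mean inhibition of replicates at least 50% and at least half of replicates each reaching 50%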;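 further: 0% = complete ARNT plus TACC3 wells and 100% = ARNT alone without TACC3; many hits fall short of the cut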
ERp5 inh = blocks human ERp5 reductase activity on insulin; 0.05% of 350,000 active; ERp5 insulin aggregation, absorbance 650 nm, 90 min; inhibition, % at 9.99 µM; Q15084;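 active means mean replicate inhibition above about 25%, with every replicate also reaching it, limit read from the data, passing the limit was not always enough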
Target sequence (Q15084 whole entry, looked up): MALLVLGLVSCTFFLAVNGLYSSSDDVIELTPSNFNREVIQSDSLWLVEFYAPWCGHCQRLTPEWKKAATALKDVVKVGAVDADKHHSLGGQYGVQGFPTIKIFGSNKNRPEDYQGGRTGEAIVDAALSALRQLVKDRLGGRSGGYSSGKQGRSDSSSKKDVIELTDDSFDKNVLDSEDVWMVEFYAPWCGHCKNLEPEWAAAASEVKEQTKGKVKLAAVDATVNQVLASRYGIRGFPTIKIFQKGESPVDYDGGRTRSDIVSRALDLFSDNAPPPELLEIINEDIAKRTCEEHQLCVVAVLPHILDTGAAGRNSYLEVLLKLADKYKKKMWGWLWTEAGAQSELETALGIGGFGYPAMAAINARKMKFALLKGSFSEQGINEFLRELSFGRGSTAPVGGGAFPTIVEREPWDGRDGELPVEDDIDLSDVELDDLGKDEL
The depositor's hits bear a star; i = inactive; / = not tested or not shown; & = joins results of further samples.

SMILES	CASP6 VEID inh	RAD52 inh	RAD54 inh	E-sel inducer	esBAF inh	PglD inh	ARNT TACC3 PPI	ERp5 inh
Cc1ccc(C(=O)N/C(=C\c2ccc(C)o2)C(=O)O)cc1	15	-43	-13	/	/	5	2	2
O=C(c1ccco1)N1CCN(C(=O)c2cccc3c2C(=O)N(C2CCCCC2)C3)CC1	-1	-4	-2	0.2	6	-4	2	2
COc1cccc(C2CC(c3cccc(C)c3)n3ncnc3N2)c1 (stereo not given)	-1	-9	2	/	-1	2	-3	0
CCOc1cc(/C=N/n2c(C)nnc2C)ccc1O	0	-3	-1	/	/	5	0	2
O=C(Nc1ccccc1)OCCNC(=O)c1cccc(Cl)c1	/	/	6	/	11	-1	2	/
CCOc1cc(/C=N/NC(=O)CN2CCCCC2)ccc1OCc1cccc(Cl)c1	/	/	11	0.3	/	-1	5	/
C[C@@H]1CN([C@@H](C)CO)C(=O)c2cc(NC(=O)CCC(F)(F)F)ccc2O[C@@H](C)CCCCO[C@H]1CN(C)C(=O)Cc1ccccc1	/	/	-3	/	2	-5	-2	/
CC1CCCN(C(=O)COC(=O)c2cc(Br)ccc2O)C1 (stereo not given)	-1	-9	13	1.3	13	1	-15	1
COCC(=O)Nc1ccc2c(c1)[C@@H]1C[C@@H](CC(=O)NCc3ccc4c(c3)OCO4)O[C@@H](CO)[C@@H]1O2	-4	-5	-7	0.1	-5	-5	11	0
CCOC(=O)CCn1cnc2ccc([N+](=O)[O-])cc2c1=O	1	4	5	0.1	-8	2	-3	-5
COc1ccccc1OCCNC(=O)c1cc(C2CC2)nc2c1cnn2C(C)C	2	-20	1	/	-2	2	-3	3
CSc1nsc(SCC(=O)Nc2ccccc2C(=O)O)n1	3	-31	2	/	-4	-1	/	-2
CCC1(c2ccc(F)cc2)NC(=O)N(CC(=O)Nc2ccc(S(N)(=O)=O)cc2)C1=O (stereo not given)	1	-26	/	/	/	/	2	1
CCOC(=O)N1CC=C2C(C#N)=C(N)C(C#N)(C#N)[C@H](c3ccsc3)[C@H]2C1	/	/	-12	/	-14	-3	-4	/
C[C@H](CO)N1C[C@H](C)[C@@H](CN(C)S(=O)(=O)c2ccccc2)Oc2c(NC(=O)Nc3ccc4c(c3)OCO4)cccc2C1=O	2&2	2&-9	-4	0.1&-1.9	-1	3	1	5&4
O=C(COC(=O)/C=C/c1ccc([N+](=O)[O-])cc1)NCc1ccco1	-1	5	1	-2.0	-1	1	1	-3
CCOc1ccc(-c2nnc(-c3cccs3)o2)cc1OCC	/	/	-2	/	11	1	-1	/
CC1=CC2=NC(=O)/C(=C\c3cccn3CCOc3ccccc3C)C(=N)N2O1	2	-65	1	0.5	0	-4	14	2
CSc1nc(-c2ccco2)nn1S(=O)(=O)c1ccc(C)cc1	9	-19	-3	0.3	6	0	-2	0
C=CCn1c(=O)c(C(C)=O)cn(N(C)c2ncc(C(F)(F)F)cc2Cl)c1=O	0	-19	/	0.5	/	/	-8	8
CCCC(=O)Nc1ccc2c(c1)C(=O)N(C)[C@@H]1CC[C@H](CC(=O)NC3CCCC3)O[C@@H]1CO2	1	-4	-2	0.0	-2	0	1	0
O=C(NCC1CCCO1)c1cccc(N2CCCC2=O)c1 (stereo not given)	/	/	-2	/	-1	0	-14	/
CCCNC(=O)C[C@@H]1CC[C@@H]2[C@H](COC[C@H](O)CN2Cc2cccc(F)c2)O1	-2	-1	-6	0.0	2	2	-6	2
CN(C)C(=O)c1cccc(-c2ccc3c(c2)[C@@H]2[C@@H](CCN2C(=O)Cc2ccccn2)[C@@H](CO)N3C)c1	/	/	-1	0.4	3	1	8	/
O=C(COC(=O)c1cc([N+](=O)[O-])ccc1N1CCOCC1)NCc1ccc(Cl)cc1Cl	1	-25	6	-0.2	-16	-2	4	7
CN1C(=O)c2cc(NC(=O)Cc3cccs3)ccc2OC[C@@H]2O[C@@H](CC(=O)N[C@H]3CCN(Cc4ccccc4)C3)CC[C@@H]21	-4	11	-2	0.1	3	1	-12	-2
COc1ccccc1CN(C)C(=O)C(c1ccccc1)c1ccccc1	0	-36	-5	0.3	-2	-1	-9	0
O=C(CCC(=O)NC12CC3CC(CC(C3)C1)C2)NC1CCCCC1	2	-25	-4	0.2	-5	-2	-1	1
O=C(NCCCn1ccnc1)C(=O)Nc1ccccc1	1	-1	/	/	/	/	6	-2
Cc1ccc(S(=O)(=O)N(C)C[C@H]2OCCCC[C@@H](C)Oc3ccc(NC(=O)CCCN(C)C)cc3C(=O)N([C@@H](C)CO)C[C@@H]2C)cc1	-1	50*	6	/	0	7	1	-2
O=C(Cc1ccc(F)cc1)N1CCOCC1	2	-11	-5	/	-6	-3	26	1
O=C(CSCc1ccc(F)cc1)Nc1ccc(N2CCOCC2)cc1N1CCOCC1	-2	2	0	-0.2	-3	-1	8	-11
O=C1O[C@@H](c2ccccc2)[C@@H](c2ccccc2)N2[C@@H](c3ccc(OCCO)cc3)[C@]3(C(=O)Nc4ccc(C#CC5=CCCCC5)cc43)[C@@H](C(=O)N3CCCCCCC3)[C@H]12	0	i	-26	/	/	9	-2	3
O=C(C[C@@H]1C=C[C@@H](NC(=O)c2ccncc2)[C@H](CO)O1)NCCc1ccncc1	-3	2	-4	-0.1	-7	3	7	-5
COc1ccccc1-n1cnc2sc(-c3ccccc3)cc2c1=O	-1	-20	/	/	/	/	2	1
O=C(c1cccs1)N1CCN(C2CCN(Cc3ccccc3)CC2)CC1	/	/	-2	/	-1	-3	-3	/
Nc1ccc2oc(C3CCCCC3)nc2c1	0	-13	/	4.5	/	/	0	0
CN1CCC(=O)N([C@H](COc2ccccc2)Cc2ccccc2)CC1	-1	-11	0	0.0	-1	3	13	1
C=CCn1c(SCC(=O)Nc2nc3ccccc3s2)nnc1-c1ccccc1O	/	/	5	/	7	4	4	/
CC(C)NC(=O)N(C)C[C@H]1Oc2ccc(NC(=O)CCC(F)(F)F)cc2CC(=O)N([C@H](C)CO)C[C@H]1C	0	-3	-1	20	1	-5	-3	0
COc1ccc(-c2[nH]ncc2/C=N\NC(=O)c2ccc(Br)o2)cc1OC	4	0	5	0.0	2	0	10	-5
C[C@H]1[C@H](c2ccccc2)Oc2cc(Br)ccc2S(=O)(=O)N1Cc1ccc(Cl)cc1	0	3	/	0.0	/	/	/	6
COc1ccccc1-c1cn(CC[C@@H]2CC[C@@H](NC(=O)c3ccccc3F)[C@@H](CO)O2)nn1	0	-3	-3	-0.4	8	3	4	-2
Cc1cccc(C)c1NC(=S)N1CCCCCC1	0	-10	4	0.0	2	1	-10	3
O=C(Nc1ccc2c(c1)OCO2)c1cnc2n(c1=O)CCS2	/	/	-3	/	17	-6	3	/
CC(C)CNc1ncnc2[nH]ncc12	0	6	/	-0.2	3	/	-32	-2
Cc1ccc(S(=O)(=O)N(C)C[C@H]2Oc3ccc(NC(=O)CCCCCC(=O)Nc4ccccc4N)cc3CC(=O)N([C@@H](C)CO)C[C@H]2C)cc1	5	-18	-3	-0.4	3	7	6	1
O=S(=O)(/N=C(/Nc1ccccc1F)c1ccccc1)c1ccccc1	/	/	-5	/	4	8	-4	/
O=C(c1ccccc1)N1Cc2ccccc2C[C@]2(N=C(c3ccc(OCCCO)cc3)O[C@@H]2c2ccccc2)C1=O	-1	-18	4	/	/	2	-13	1
COc1ccc(NC(=O)N(C)C[C@@H]2Oc3ccc(NC(=O)Nc4ccc5c(c4)OCO5)cc3CC(=O)N([C@H](C)CO)C[C@@H]2C)cc1	/	/	23	-3.0	19	-2	1	/
OCCC1CN(Cc2cccn2-c2ccccn2)CCN1C1CCCC1 (stereo not given)	-5	-21	-2	0.2	-3	5	-1	1
Cc1cc(C)c(NC(=S)NC(NC(=O)c2ccccc2)C(Cl)(Cl)Cl)c(C)c1 (stereo not given)	/	/	1	/	-3	3	-12	/
O=S1(=O)NC[C@]23C[C@H](c4ccc(F)cc4)[C@@H](C[C@@H]21)O3	/	/	-5	1.1	-2	-3	-2	/
CCn1c(N)c(C(=O)NCc2ccc3c(c2)OCO3)sc1=S	/	/	-8	/	-9	0	11	/
O=c1[nH]c(SCc2n[nH]c(=S)n2-c2ccccc2)nc2sc3c(c12)CCC3	/	/	3	/	11	-1	14	/
C(=C\n1nnc2ccccc21)/c1ccc[nH]1	7	-18	6	0.3	8	-3	-4	7
CCC(=O)Nc1ccc2c(c1)C(=O)N(C)C[C@H](OC)[C@@H](C)CN(C(=O)Cc1ccccn1)[C@@H](C)CO2	0	-10	-5	0.0	-6	0	1	4
COc1ccc(S(=O)(=O)Nc2ccc(-n3cnnn3)cc2)cc1[N+](=O)[O-]	4	-5	2	/	6	7	-4	0
CCC(=O)N(C)C[C@H]1Oc2cc(-c3ccccc3OC)ccc2S(=O)(=O)N([C@@H](C)CO)C[C@@H]1C	-5	7	2	-0.2	10	1	-2	-3
CN(C)c1ccc(Nc2c3c4c(cccc4n(C)c2=O)C(=O)c2ccccc2-3)cc1	/	/	9	/	-35	0	18	/

In another format: entries from further up.
compound | CASP6 VEID inh | RAD52 inh | RAD54 inh | E-sel inducer | esBAF inh | PglD inh | ARNT TACC3 PPI | ERp5 inh
CCC(=O)N(C)C[C@H]1Oc2cc(-c3ccccc3OC)ccc2S(=O)(=O)N([C@@H](C)CO)C[C@@H]1C | -5 | 7 | 2 | -0.2 | 10 | 1 | -2 | -3
CN(C)c1ccc(Nc2c3c4c(cccc4n(C)c2=O)C(=O)c2ccccc2-3)cc1 | / | / | 9 | / | -35 | 0 | 18 | /

New compounds follow
SMILES	CASP6 VEID inh	RAD52 inh	RAD54 inh	E-sel inducer	esBAF inh	PglD inh	ARNT TACC3 PPI	ERp5 inh
Cc1ccc(S(=O)(=O)N2C[C@H]3C(=O)C[C@@H](c4ccccc4)N(S(=O)(=O)c4ccccc4C)[C@H]3C[C@H]2c2ccccc2)cc1	0	-2	4	-0.1	-1	-3	/	3
CC(=O)Nc1cnc(/C=C\CCCO)cn1	3	-10	-11	0.6	15	1	/	0
Cc1cccc(-n2cnc3cc(C(=O)NCC4CCCO4)ccc32)c1 (stereo not given)	0	-4	-4	0.8	14	2	/	5
COc1ccc2c3c([nH]c2c1)[C@H](CO)N(S(=O)(=O)c1cn(C)cn1)CC31CCN(Cc2ccccc2F)CC1	1	-6	/	-0.2	/	/	/	-3
Nc1nc(SCc2ccccc2Cl)ns1	/	/	-18	/	8	-7	-4	/
O=C(C[C@@H]1C=C[C@H](NC(=O)c2ccccc2)[C@@H](CO)O1)NCc1ccncn1	2	-9	2	0.7	2	-3	-5	2
NS(=O)(=O)c1cccc(NC(=O)CSc2n[nH]c(-c3cccs3)n2)c1	-1	-1	7	/	-2	-2	6	6
Fc1ccc(Br)cc1/C=N/n1cnnc1	/	/	1	/	-10	3	3	/
C[C@H](CO)N1C[C@H](C)[C@@H](CN(C)CC2CCCCC2)Oc2ccc(NC(=O)Nc3ccccc3)cc2C1=O	2	11	7	0.0	-2	24	-6	-1
CCCCCCN(C(=O)CCCCCN1C(=O)NC(c2ccc([N+](=O)[O-])cc2)C(C(=O)OCc2ccccc2)=C1C)C(C(=O)NCCCC)C1CCCCC1 (stereo not given)	-1	-10	-4	0.0	-2	-2	-1	4
CO[C@@H]1CN(C)C(=O)c2cc(NC(=O)c3cnccn3)ccc2OC[C@@H](C)N(C(=O)C2CC2)C[C@@H]1C	0	-4	-1	0.0	-2	-3	-2	2
C[C@@H]1CN([C@@H](C)CO)C(=O)Cc2cc(NS(=O)(=O)c3ccc(Cl)cc3)ccc2O[C@@H]1CN(C)S(=O)(=O)c1ccccc1	0	-5	1	1.5	6	-1	-8	2
O=C(O)CSCCn1cccn1	/	/	-13	/	1	-5	-6	/

A second format for some results above.
The line under a structure holds: CASP6 VEID inh, RAD52 inh, RAD54 inh, E-sel inducer, esBAF inh, PglD inh, ARNT TACC3 PPI, ERp5 inh
Cc1cccc(-n2cnc3cc(C(=O)NCC4CCCO4)ccc32)c1 (stereo not given)
→ 0, -4, -4, 0.8, 14, 2, /, 5
COc1ccc2c3c([nH]c2c1)[C@H](CO)N(S(=O)(=O)c1cn(C)cn1)CC31CCN(Cc2ccccc2F)CC1
→ 1, -6, /, -0.2, /, /, /, -3
Nc1nc(SCc2ccccc2Cl)ns1
→ /, /, -18, /, 8, -7, -4, /
